# From PubChem
# HTT ATP protect: protects HTT-Q103 PC12 cells, measured by ATP. PC12 HTT-Q103 induced, cytoprotection, ATP luminescence, 40 h. Potency, µM (doses to about 56.4 µM), without a hit: cytoprotection (ATP increase), actives largely listed as activators. 0.14% of 230,000 active. AID 1471;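 further: potency means the concentration at half of the fitted maximal effect; % of control where 0% means no effect; nearly all actives have a fitted effect of over 45% in size; toxic huntingtin expression switched on by the ecdysone agonist tebufenozide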
#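 PC12 cells with ecdysone-inducible HTT exon 1 Q103-GFP, induced with 100 nM tebufenozide and co-treated with library compounds in a dose series (1536-well, 1500 cells/well). Cytoprotection read as ATP content by ATPlite luminescence.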
# HTT aggregate: inhibitors of mutant huntingtin aggregate formation in PC12 cells. 1.1% of 220,000 active. PC12 HttQ103-GFP aggregates, Acumen cytometry, 40 h. Potency, µM (series often up to 46.1 µM), inactives show top-dose activity change, negative = inhibition, usual class: inhibitors; further: potency means the concentration at half of the fitted maximal effect; on the % scale 0 is the no-effect control and ±100 the full control effect; nearly all actives have a fitted effect of over 60% in size
#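 Huntingtin Q103 exon 1–GFP aggregates in induced PC12 cells (100 nM tebufenozide) were quantified by cytometry from lysates, with compounds dosed in titration.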
# Luc counter: counter-screen: inhibitors of Kinase-Glo firefly luciferase; 0.28% of 200,000 active; Potency, µM (doses to about 38.3 µM), for the others: at the top dose activity change, negative = inhibition, actives largely listed as inhibitors; Kinase-Glo luciferase, ATP luminescence, 8 min; Q27757; further: potency means the concentration at half of the fitted maximal effect; on the % scale 0 is the no-effect control and ±100 the full control effect; nearly all actives have a fitted effect of over 60% in size
#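 Substrate mix (final 50 mM imidazole pH 7.2, 50 mM KCl, 7 mM MgCl2, 10 uM ATP, 0.01% Tween 20, 0.05% BSA) plus pin-tool compound, then Kinase-Glo detection mix; 8 min ambient, luminescence read.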
# Lamin A splicing: modulators of lamin A splicing; HeLa LMNA splicing GFP/RFP minigene ratio, 48 h; 0.01% of 200,000 active; Potency, µM (highest dose often 46.1 µM), for the others: top-dose ratio change, negative = inhibition, most hits filed as inhibitors; active means well fitted inhibition curve with a large enough effect in the signal ratio, with a control signal flat, not every such curve was filed as active; inconclusive means small, poorly fitted or top-dose-only effect, or effect the other way, or a change in a side signal; the % refers to the signal ratio; further: potency means the concentration at half of the fitted maximal effect; on the % scale 0 is the no-effect control and ±100 the full control effect
#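 S3 HeLa cells stably expressing lamin A-EGFP splicing minigene plus DsRed2, 600 cells/well, 48 h compound exposure at 37C. Laser-scanning cytometry; analysed as GFP (500-530 nm)/RFP (575-640 nm) total intensity ratio; 0.5% DMSO vehicle.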
# IMPase Li inh: IMPase inhibition in cells with lithium potentiation | CHO-M1 cells, IP1 TR-FRET (IP-One), carbachol + lithium | Potency, µM (doses to about 59.4 µM), for inactives: at the top dose activity, negative = IMPase inhibition, actives largely listed as inhibitors | 0.35% of 210,000 active;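 further: IP1 builds up when IMPase is blocked and the TR-FRET signal falls; potency means the concentration at half of the fitted maximal effect; plate controls were basal vehicle for no effect and high inhibitor control for full effect; nearly all actives have a fitted effect of over 50% in size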
#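 IP1 accumulation measured by competitive TR-FRET in lysed CHO-M1 cells after 30 min compound exposure at 37C, with a small lithium addition to potentiate weak responses. Hill-equation AC50 from ratio and donor-channel data.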
# SMN2 splice enh: increases expression of the SMN2 splice variant | HEK293 SMN2-luciferase splicing reporter, luminescence, 30-36 h | Potency, µM (series often up to 46.1 µM), for inactives: top-dose activity change, positive = activation, usual class: activators | 2.8% of 210,000 active; further: potency means the concentration at half of the fitted maximal effect; % of control where 0% means no effect; nearly all actives have a fitted effect of over 55% in size
#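 qHTS luciferase splicing reporter: luminescence rises when SMN2 exon 7 is included in transfected HEK293 cells. Compound exposure lasted 30-36 h at 37C, with 4.5 mM final sodium butyrate as control, followed by a ONE-Glo read.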
# CBFb-RUNX1 inh: inhibitors of human CBF-beta and RUNX1 interaction | Q01196+Q13951 | 230,000 tested, under 10 active | AlphaScreen CBFb-His/RUNX1-biotin binding, biochemical | Potency, µM (series often up to 59.8 µM), for inactives: top-dose activity, negative = inhibition, most hits filed as inhibitors | AID 1477; further: % of control where 0% means no effect
# Target sequence (Q01196 whole entry, looked up): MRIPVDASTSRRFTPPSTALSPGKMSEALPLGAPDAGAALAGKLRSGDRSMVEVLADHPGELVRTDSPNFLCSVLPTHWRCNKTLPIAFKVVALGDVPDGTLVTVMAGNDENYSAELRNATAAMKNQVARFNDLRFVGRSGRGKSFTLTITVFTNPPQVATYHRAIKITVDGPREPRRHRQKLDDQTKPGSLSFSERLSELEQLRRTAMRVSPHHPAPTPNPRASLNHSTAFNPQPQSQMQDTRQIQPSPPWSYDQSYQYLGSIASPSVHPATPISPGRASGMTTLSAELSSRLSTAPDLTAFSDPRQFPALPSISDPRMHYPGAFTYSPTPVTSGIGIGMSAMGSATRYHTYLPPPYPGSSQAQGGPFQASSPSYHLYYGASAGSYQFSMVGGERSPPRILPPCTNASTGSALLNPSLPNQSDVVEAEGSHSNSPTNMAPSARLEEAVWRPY
# Target sequence (Q13951 whole entry, looked up): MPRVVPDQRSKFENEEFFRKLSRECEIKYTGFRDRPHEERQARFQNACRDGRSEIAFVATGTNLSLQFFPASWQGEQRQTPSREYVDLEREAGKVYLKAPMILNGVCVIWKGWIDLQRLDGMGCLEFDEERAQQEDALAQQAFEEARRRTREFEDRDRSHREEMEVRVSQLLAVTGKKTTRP
#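 Interaction loss through any mechanism counts as activity. Pre-formed complex of His-CBF-beta and biotin-RUNX1 (30 nM apiece) is incubated with compound 15 min, then with 50 ng nickel and 50 ng streptavidin beads for 90 min before AlphaScreen detection.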
# Numbers without * were called inactive; ? = inconclusive; · = not tested or not shown; [ ] = another dose, or the depositor's remark. Unless noted, the call rests on the fitted dose curve; in most records, active means well fitted curve in the direction sought with a large enough effect; inconclusive means small, poorly fitted or top-dose-only effect, or another doubt; inactive means no such curve, though single readings can be large; an effect the other way counts as inactive or inconclusive.
SMILES,HTT ATP protect,HTT aggregate,Luc counter,Lamin A splicing,IMPase Li inh,SMN2 splice enh,CBFb-RUNX1 inh
CCOC(=O)c1cnc2ccc(OCC)cc2c1N1CCN(c2ccccc2OC)CC1,-33%,6%[9.22 µM],2%,?,20%[38.3 µM],28%,-15%
COCCN(C(=O)CNC(=O)c1ccco1)C(C(=O)NC1CCCCC1)c1cccs1 (configuration not stated),19%[1.9 µM],1%,-5%,1%,13%,-2%,14%
CC(C)(C)OC(=O)NCCCCCc1nnc(SCc2ccccc2)o1,-11%[10 µM],-7%[9.22 µM],·,·,·,·,19%
NC(=O)CSc1nnc(-c2cccc(S(=O)(=O)N3CCOCC3)c2)n1C1CCCCCC1,1%[10 µM],5%,-4%,18%,19%[38.3 µM],19%,-3%
COC(=O)c1ccc(N2CCCCC2)c(NS(=O)(=O)c2ccc(C)cc2)c1,-7%,14%,1%,?,47%[activator][38.3 µM],-24%,4%
CC1=NNC(=O)C1C(c1ccc(Cl)cc1)C(C#N)C#N (configuration not stated),5%[10 µM],22%[9.22 µM],·,·,·,·,22%
O=C(CSc1nc2ccccc2o1)N1CCN(c2ccc(Cl)cc2)CC1,11%,-24%,2%,-12%,14%[38.3 µM],-16%,4%
CCc1ccc(N2C(=O)CC(Cn3nc(C)cc3C)C2=O)cc1 (configuration not stated),-3%[10 µM],-16%[9.22 µM],·,·,·,·,8%
CC1CCC2(CC1)NC(=O)N(CC(=O)c1ccc[nH]1)C2=O (configuration not stated),13%,-5%,-2%,1%,22%[38.3 µM],?,1%
Cc1cc(NCc2ccccn2)n2nc(C)c(-c3ccc(Cl)cc3)c2n1,-54%[inhibitor][10 µM],-22%[9.22 µM],·,·,·,·,5%
COc1cc(C2=NOC(C(=O)N3CCN(c4ccc(F)cc4)CC3)C2)cc(OC)c1OC (configuration not stated),-19%,-7%,1%,5%,12%[38.3 µM],-25%,0%
CC(C)Cc1ccc(C(C)C(=N)N)cc1 (configuration not stated),-11%[10 µM],4%[9.22 µM],·,·,·,·,7%
CC(=O)Nc1nnc(CSCc2ccc(F)cc2)s1,12%[10 µM],15%[9.22 µM],·,·,·,·,-4%
N#CCCn1c(=O)c(-c2cccc(C#N)c2)nc2cnc(N3CCOCC3)nc21,2%,·,·,5%,-6%,·,·
C/C(=N\N=C1\NC(=O)C(CC(=O)NCc2ccccc2)S1)C(C)C (configuration not stated),-4%,12%,-1%,5%[46 µM],-3%,1%,-7%
CCOC(=O)c1c(N)sc(C(=O)N(C)C)c1CN1CCOCC1,5%,-1%,-1%,2%,17%[38.3 µM],-2%,?
CC(C)c1nc2sc3c(=O)n(N)cnc3c2c2c1COC(C)(C)C2,6%[10 µM],-3%,1%,-6%,10%,-11%,2%
COC(=O)[C@@]1(Cc2ccc(F)cc2)[C@@H]2[C@@H](CC(=O)[C@H]2CC(=O)C(=O)N2CCCC2)CN1C(=O)c1ccccc1,21%,·,-5%,·,-2%,-8%,21%
COc1ccc(S(=O)(=O)N(C)CC(=O)Nc2cccc(C(C)=O)c2)cc1Cl,15%,-5%,-2%,-2%,36%[38.3 µM],-9%,-4%
O=C1CCC([N+](=O)[O-])C(c2ccc(Cl)cc2Cl)N1 (configuration not stated),10%,12%[1.84 µM],8%,7%,40%[activator][38.3 µM],-2%,-2%
CCN1CCN(CNC(=O)c2cnccn2)CC1,-5%,-6%,3%,-7%,25%[38.3 µM],-9%,5%
O=C(NCc1ccccn1)c1cn(Cc2ccccc2)nn1,-9%,12%,-3%,-6%,-7%[38.3 µM],-5%,1%
CC(c1ccccc1)C1CC(=O)N(Cc2ccccc2)C1=O (configuration not stated),7%[10 µM],-16%[9.22 µM],2%,?,13%,·,4%
CN(C(=O)COc1ccc(S(=O)(=O)N2CCOCC2)cc1[N+](=O)[O-])C1CCS(=O)(=O)C1 (configuration not stated),-1%[10 µM],1%[9.22 µM],·,-8%[46 µM],·,·,12%
COc1ccc(C(=O)N/N=C2\SCC(=O)N2Cc2ccc3c(c2)OCO3)c(OC)c1,0%[1.9 µM],12%,6%,-4%,7%,-1%,-1%
CCC(=O)OCCCCCCOc1ccc(C(=O)O)cc1,1%[10 µM],·,2%,-8%,1%,-6%,12%
COc1cc(/C=C2/SC(=S)N(c3ccccc3)C2=O)ccc1Oc1nc(N2CCOCC2)nc(N2CCOCC2)n1,-1%[10 µM],14%,0%,-9%,59%[activator],1%,4%
C/C(=C\c1ccccc1)CN1CCC(C(=O)N2CCC(C)CC2)CC1,-8%[1.9 µM],-7%,-4%,1%,5%,-14%,6%
Cc1c(-c2nc(-c3ccc(C(C)(C)C)cc3)no2)n(C)oc1=O,-13%[10 µM],-25%[9.22 µM],·,·,·,·,4%
CN(C)c1ccc(P(=O)(OCc2ccccc2)C(O)c2ccncc2)cc1 (configuration not stated),-11%[0.074 µM],13%,-2%,8%,13%[38.3 µM],-18%,2%

# Some of the entries above, set out differently:
# Every second line gives: HTT ATP protect	HTT aggregate	Luc counter	Lamin A splicing	IMPase Li inh	SMN2 splice enh	CBFb-RUNX1 inh
- CC(C)c1nc2sc3c(=O)n(N)cnc3c2c2c1COC(C)(C)C2
 : 6%[10 µM]	-3%	1%	-6%	10%	-11%	2%
- COC(=O)[C@@]1(Cc2ccc(F)cc2)[C@@H]2[C@@H](CC(=O)[C@H]2CC(=O)C(=O)N2CCCC2)CN1C(=O)c1ccccc1
 : 21%	·	-5%	·	-2%	-8%	21%
- COc1ccc(S(=O)(=O)N(C)CC(=O)Nc2cccc(C(C)=O)c2)cc1Cl
 : 15%	-5%	-2%	-2%	36%[38.3 µM]	-9%	-4%
- O=C1CCC([N+](=O)[O-])C(c2ccc(Cl)cc2Cl)N1 (configuration not stated)
 : 10%	12%[1.84 µM]	8%	7%	40%[activator][38.3 µM]	-2%	-2%

# Further records:
SMILES,HTT ATP protect,HTT aggregate,Luc counter,Lamin A splicing,IMPase Li inh,SMN2 splice enh,CBFb-RUNX1 inh
CC(C)C[C@H](NC(=O)[C@H](O)[C@H](N)Cc1ccccc1)C(=O)O,·,·,-2%,4%,-2%,-4%,2%
Cc1ccc2nnc(Cl)n2n1,1%[10 µM],21%,4%,-2%,38%[activator][38.3 µM],-5%,5%
Cc1ccc(S(=O)(=O)N2CCCC2C(=O)O)s1 (configuration not stated),5%,15%,2%,5%,16%[38.3 µM],17%,5%
CC(=O)N1N=C(c2ccccc2)OC12CCCC2,22%[10 µM],21%[9.22 µM],1%,5%[46 µM],10%,·,-3%
CC(=O)N(C(C)=O)c1ncc2c([nH]c3ccccc32)c1C#N,-5%,3.2µM*,-3%,8%,23%[38.3 µM],-20%,17%
Cc1nc(-c2cccc(Br)c2)ccc1C(=O)O,-47%[inhibitor],-12%,-13%,26%[46 µM],-10%,-5%,3%
CCOc1cc(/C=C2\N=C3CCCCCN3C2=O)ccc1O,-40%,13%,-1%,-5%[46 µM],13%,?,-8%
Oc1cccc(NC(=S)Nc2ccccc2)c1,5%[10 µM],10%[9.22 µM],·,·,·,·,4%
CSc1ccccc1NC(=O)COC(=O)c1c[nH]c(=O)[nH]c1=O,-21%[10 µM],-15%[9.22 µM],·,·,·,·,0%
COc1ccc(-c2nc(C#N)c(NCc3cccnc3)o2)cc1OC,-45%[inhibitor],1%,-3%,-24%,-4%[38.3 µM],-6%,-2%
CCOC(=O)CN1C(=O)C(Sc2n[nH]c(-c3ccc(O)cc3)n2)CCc2ccccc21 (configuration not stated),-7%,-13%,-1%,-24%,9%[38.3 µM],6%,-1%
COc1ccc(N(C)S(=O)(=O)c2ccc3c(c2)CCC(=O)N3)cc1,1%,-9%,-8%,6%,5%[38.3 µM],-8%,-11%
O=C(Nc1nc(-c2ccc(Cl)s2)cs1)c1ccncc1,0%,6%,·,?,·,·,4%
Cc1ccc(CN(Cc2cccnc2)C(=S)Nc2cc(Cl)ccc2C)cc1,-38%[inhibitor],?,2%,·,10%,-27%,11%
CC(=O)Nc1ccc(OCC(=O)NCCc2ccccc2)cc1,-15%,11%,-1%,10%[46 µM],-5%,6%,-21%
CC(C)C(NC(=O)C(c1ccccc1)c1ccccc1)c1nc2ccccc2[nH]1 (configuration not stated),2%,-31%,-4%,2%,45%[activator][38.3 µM],19%,2%
CC(=O)Nc1ccc(C(=O)OCc2ccc(Cl)cc2)cc1,3%,-3%,5%,9%,-14%[38.3 µM],-5%,2%
CC(=O)c1cccc(NC(=O)CCS(=O)(=O)c2cccc3nsnc23)c1,-23%,15%[9.22 µM],0%,10%,22%[38.3 µM],-34%[inhibitor],0%
Cn1c(Sc2ccc([N+](=O)[O-])cc2C(F)(F)F)nnc1-c1ccccc1,-30%,-7%,-4%,-4%,-3%[38.3 µM],-2%,-1%
COc1ccc(CCN2C(=O)CC(N3CCN(C/C=C/c4ccccc4)CC3)C2=O)cc1OC (configuration not stated),14%[10 µM],0%[9.22 µM],·,·,·,·,9%
COC(=O)c1ccc(COc2ccccc2/C=C(\C#N)C(=O)Nc2ccccc2C)cc1,·,-14%,-1%,-8%,2%,9%,-1%
COc1c(Br)cc(Br)cc1/C=N/n1c(C)nnc1C,-14%,4%,-1%,-5%,-3%[38.3 µM],15%,2%
O=C1c2ccccc2C(Nc2ccc3c(c2)OCCO3)N1c1ccc(Cl)cn1 (configuration not stated),-15%,-1%,-2%,-20%,8%[38.3 µM],-12%,-19%
CCn1c(=O)c2c3c(sc2n2c(=S)[nH]nc12)CCC3,4%[10 µM],3%,-4%,7%,0%[38.3 µM],3%,-3%
CN(CC(=O)Nc1ccccc1C(F)(F)F)C(=O)CSc1nnnn1C,-7%,20%,-3%,-10%[46 µM],4%,5%,10%
CCn1cc(C(=O)NCc2ccco2)c(=O)c2cc(S(=O)(=O)N3CCC(C)CC3)ccc21,-62%[inhibitor][0.074 µM],?,-2%,2%,16%[38.3 µM],-16%,-3%
COC(=O)c1ccc(Oc2nc(Nc3ccccc3)nc(N(C)C)n2)cc1,-12%,-2%,-1%,10%,27%[38.3 µM],22%,6%
Cc1ccc2c(c1)-c1nc3ccccc3cc1C2=NC1CCCCC1,4%[10 µM],6%,-2%,-9%,16%,6.3µM*,-1%

# HTT aggregate: entries above that show a hit
structure,HTT aggregate,Lamin A splicing,IMPase Li inh,SMN2 splice enh,CBFb-RUNX1 inh
CC(=O)N(C(C)=O)c1ncc2c([nH]c3ccccc32)c1C#N,3.2µM*,8%,23%[38.3 µM],-20%,17%
